Screening results (PubChem BioAssay)
PTAP-TSG101 blk – blocks PTAP binding to human TSG101, validation. AID 1347069. 44,000 tested, under 10 active. Potency, µM (titrated, usually from 115 µM), for the others: at the top dose activity change, negative = inhibition, usual class: inhibitors. Fluorescence polarization, FITC-PTAP peptide/Tsg101, 20 min. Q99816; further: potency means the concentration at half of the fitted maximal effect; 0% is about no effect
Target sequence (Q99816 whole entry, looked up): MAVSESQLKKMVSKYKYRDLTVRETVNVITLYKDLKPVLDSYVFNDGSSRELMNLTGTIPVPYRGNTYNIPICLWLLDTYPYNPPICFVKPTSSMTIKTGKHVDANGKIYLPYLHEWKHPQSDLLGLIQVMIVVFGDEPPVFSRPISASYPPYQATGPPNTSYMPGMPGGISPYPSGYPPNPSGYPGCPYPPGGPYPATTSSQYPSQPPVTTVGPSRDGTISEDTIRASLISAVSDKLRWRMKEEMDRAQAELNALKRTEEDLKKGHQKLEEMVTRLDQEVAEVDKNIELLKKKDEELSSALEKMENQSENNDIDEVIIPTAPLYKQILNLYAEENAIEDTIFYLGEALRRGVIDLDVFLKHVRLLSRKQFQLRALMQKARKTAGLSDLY
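Compounds pinned into 10 uM Tsg101 binding domain, then 50 nM FITC-PTAP peptide added in pH 7.5 HEPES buffer; FP read after 20 min, room temperature. Total S+P intensity flags fluorescent compounds; active cut-off <25 µM, efficacy <60%.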
FH mod – Identification of activators of human fumarate hydratase by quantitative high-throughput screening. hit rate 0.22% among 54,000. AID 1347055, 2019. FH coupled MDH/diaphorase resazurin fluorescence, 15 min. Fumarate hydratase, mitochondrial (Homo sapiens), P07954. Potency, µM (doses to about 79.9 µM), inactives show at the highest dose activity change, negative = inhibition, actives largely listed as inhibitors; further: potency means the concentration at half of the fitted maximal effect; on the % scale 0 is the no-effect control and ±100 the full control effect; the screen sought activators but most active calls are inhibition curves; nearly all actives have a fitted effect of over 45% in size
Target sequence (P07954 whole entry, looked up): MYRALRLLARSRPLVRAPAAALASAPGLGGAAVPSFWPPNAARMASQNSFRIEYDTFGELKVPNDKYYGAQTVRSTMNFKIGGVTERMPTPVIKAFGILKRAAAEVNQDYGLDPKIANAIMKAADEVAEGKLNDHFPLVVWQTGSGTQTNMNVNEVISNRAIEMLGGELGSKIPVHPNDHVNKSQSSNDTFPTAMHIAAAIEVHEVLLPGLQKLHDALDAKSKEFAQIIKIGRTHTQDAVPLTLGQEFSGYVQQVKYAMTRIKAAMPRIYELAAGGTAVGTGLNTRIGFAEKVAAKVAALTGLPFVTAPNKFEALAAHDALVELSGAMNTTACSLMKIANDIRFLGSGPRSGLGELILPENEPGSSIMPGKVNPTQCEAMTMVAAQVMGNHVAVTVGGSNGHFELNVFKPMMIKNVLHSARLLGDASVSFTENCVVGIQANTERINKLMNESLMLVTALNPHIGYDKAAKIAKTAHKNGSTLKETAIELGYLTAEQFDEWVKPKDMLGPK
NTMT1 inh – NTMT1 methyltransferase inhibition | Q9BV86 | NTMT1 MTase-Glo SAH luminescence, purified enzyme | Potency, µM (doses to about 114 µM), for the others: at the top dose activity change, negative = inhibition, actives largely listed as inhibitors | hit rate 2.5% among 59,000 | AID 1645870;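 further: potency means the concentration at half of the fitted maximal effect; plate controls were DMSO vehicle for no effect and no enzyme for full effect; nearly all actives have a fitted effect of over 65% in size; many of its hits are not listed in these tables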
p53null 39C kill – p53 null cell cytotoxicity, nonpermissive temperature; H1299 p53-null (neo) cells, 39C, ATPlite viability, 24 h; Potency, µM (series often up to 46.1 µM), for inactives: top-dose activity, negative = cell killing, actives largely listed as cytotoxic; hit rate 0.97% among 55,000; AID 904;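 further: potency means the concentration at half of the fitted maximal effect; 0% = DMSO only and -100% = full killing by 100 µM tamoxifen; nearly all actives have a fitted effect of over 50% in size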
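Following overnight plating at 37C (600 cells/well), H1299-neo or H1299-p53A138V cells are dosed up to 46 uM. Incubation lasts 24 hr at 39C before ATP detection.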
GALK inh – GALK (human) enzyme inhibition; P51570; recombinant GALK, Kinase-Glo ATP luminescence, 1 h; Potency, µM (doses to about 57.5 µM), for inactives: at the top dose activity, negative = inhibition, actives largely listed as inhibitors; 44,000 tested, under 10 active;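 further: plate controls were full GALK reaction for no effect and reaction lacking GALK for full effect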
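Compounds were pinned into ATP buffer, then GALK-galactose mix was added (final 5 nM enzyme, 35 uM ATP, 100 uM galactose, pH 8.0). After 1 h at room temperature, Kinase-Glo Plus was added and luminescence read.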
p53null 32C kill – selectivity test: cytotoxicity in p53 null cells, permissive temperature; Potency, µM (doses to about 46.1 µM), without a hit: at the highest dose activity change, negative = cytotoxicity, hits mostly cytotoxic; hit rate 0.62% among 55,000; H1299-neo p53 null cells, ATP luminescence, 24 h, 32C;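 further: potency means the concentration at half of the fitted maximal effect; 0% = DMSO only and -100% = full killing by 100 µM tamoxifen; nearly all actives have a fitted effect of over 55% in size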
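Luminescent ATP readout gave cell viability of p53-null H1299-neo cells after a 24 h compound exposure at the permissive 32C. Titrations ran up to 46 uM, and AC50s were fitted with the standard Hill equation.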
B2AR arrestin ag – agonists recruiting beta-arrestin to human beta2-adrenergic receptor; P07550; HTLA Tango cells, beta-arrestin recruitment, luciferase luminescence, 18 h; Potency, µM (top dose mostly 46.1 µM), without a hit: at the top dose activation, usual class: activators; 44,000 tested, under 10 active; AID 1347077;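 further: potency means the concentration at half of the fitted maximal effect; 0% = DMSO and full agonism = EC100 isoproterenol or metaproterenol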
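Tango cells expressing recombinant beta2-AR and beta-arrestin were treated with compounds (up to 46 microM titration) in DMEM with 1% FBS for 18 hr at 37 degrees C. Beta-arrestin recruitment drove tTA-dependent luciferase, read by luminescence; curves were fitted and classed.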
An asterisk follows results filed as active; ? = inconclusive; . = no result given; [ ] = another dose, or the depositor's remark. The call rests on the fitted dose curve; in most records, active means well fitted curve in the direction sought with a large enough effect; inconclusive means small, poorly fitted or top-dose-only effect, or another doubt; inactive means no such curve, though single readings can be large; an effect the other way counts as inactive or inconclusive. An excerpt; rates above refer to the full screens.

Value order – FH mod, GALK inh, p53null 39C kill, B2AR arrestin ag, PTAP-TSG101 blk, NTMT1 inh, p53null 32C kill
COc1cccc(-n2c(SCC(=O)Nc3ccc(F)cc3F)nc3c([nH]c4ccccc43)c2=O)c1
    -5%, 3%, -3%, ?, 0%, 4%, 6%
Cc1ccc(C2CC(=O)N(Cc3ccccc3F)c3c2c(C)nn3-c2nc(C)cc(C)n2)cc1 (stereo not drawn)
    -9%, -12%, 5%, -4%, -1%, 18%, 6%
Cc1cc(C)c(NC(=O)Cn2c(=O)n(CCCCC(=O)NCc3ccccc3Cl)c(=O)c3ccccc32)c(C)c1
    2%, 0%, ?, 1%, -9%, -2%, 5%
CC(C)Oc1ccc(CNC(=O)c2ccc(CN3CC(=O)N4CCCCC4C3=O)cc2)cc1 (stereo not drawn)
    4%, 3%, -9%, -1%, -4%, 2%, -3%
Cc1cc(Cl)ccc1NC(=O)CN1C(=O)COc2ccc(S(=O)(=O)N3CCC(C)CC3)cc21
    1%, 1%, ?, -1%, -1%, 7%, -5%
COc1ccc(CNC(=O)CCc2c(C)nc3cc(-c4ccc(OC)cc4OC)nn3c2C)cc1
    -9%, -1%, -21%, 0%, -7%, -18%, 2%
Cc1cc(C)cc(NC(=O)Cn2nnc(C(=O)NCCc3ccccc3)c2N)c1
    0%, 0%, 20%, 1%, -1%, -12%, 4%
O=C(CCC1N=C2c3ccccc3N=C(SCC(=O)Nc3ccccc3F)N2C1=O)NCc1ccco1 (stereo not drawn)
    0%, 3%, -21%, -2%, -4%, -2%, 4%
CC(C)Nc1ccc(-c2nc(-c3ccco3)no2)cc1[N+](=O)[O-]
    -18%, 2%, -2%, 7%, 0%, 4%, -4%
O=C(NCc1cccc(F)c1)c1ccc(-n2cnc3cccnc32)cc1
    5%, 1%, 14%, 0%, -14%, 16%, -6%
Cc1ccc(-n2ncc(C(=O)NCCCN3CCc4ccccc4C3)c2C2CCN(C(=O)OC(C)(C)C)CC2)cc1C
    -24%, 2%, -7%, -1%, -9%, -5%, 18%
COc1ccc(/C=C\C(=O)NC2CC(=O)N(c3ccccc3)C2)cc1OC (stereo not drawn)
    22%, -9%, 15%, -3%, 1%, -4%, -3%
CCC1CCc2c(sc(NC(=O)C3c4ccccc4Oc4ccccc43)c2C(=O)OC)C1 (stereo not drawn)
    -14%, 6%, 9%, 1%, 1%, ?, 8%
CCc1cc(=O)oc2c3c(c(Cl)cc12)OCN(Cc1cccc(OC)c1)C3
    ., 0%, 13%, -1%, 0%, ., 1%
CCOC(=O)c1ccccc1NC(=O)CSc1nc2ccncc2[nH]1
    -4%, 0%, 5%, -3%, 1%, -2%, -2%
COc1cc(NC(=O)CSc2nc3ccccc3nc2Cc2ccc(Cl)cc2)cc(OC)c1
    -9%, -1%, -3%, 0%, 1%, 3%, -1%
COCCN1C(=O)c2oc3ccc(C)cc3c(=O)c2C12C(=O)N(C)c1ccccc12 (stereo not drawn)
    2%, 1%, 2%, 2%, -2%, ?, 8%
O=C(Nc1ccc(Br)cc1)c1ccc(Br)c(S(=O)(=O)NCc2ccccc2)c1
    ?, 0%, 10%, -2%, 2%, 15%, 50%[activator]
CCOc1ccc(NC(=O)NCCN2CCN(c3ccccc3F)CC2)cc1
    3%, 2%, ?, -2%, -1%, 5%, -4%
CC(=O)c1c(C)oc2c(Cl)cc(NS(=O)(=O)c3cc(C)c(C)cc3C)cc12
    -22%, 0%, 24%, 0%, 1%, -1%, -1%
CSc1ccc(CCNC(=O)C2CCN(c3nc4ccccc4nc3C(F)(F)F)CC2)cc1
    9%, 1%, 1%, -2%, 1%, 8%, -1%
Cn1c(=O)c2c(nc(NCc3ccccc3)n2Cc2ccccc2)n(C)c1=O
    0%, 0%, -5%, -1%, -2%, -5%, -12%
CC1(C)CC(=O)c2cc(-c3nc(-c4ccc(Cl)cc4)cs3)c(=O)[nH]c2C1
    -3%, 6%, -12%, 0%, -3%, 16%, 5%
COc1cccc(-c2nc(CS(=O)(=O)CC(=O)NCCc3ccc(Cl)cc3)c(C)o2)c1
    -6%, 8%, -12%, -2%, 2%, 5%, 2%
Cc1nc2cccnc2n1-c1cccc(C(=O)N2CCN(c3ccc(Cl)cc3)CC2)c1
    3%, 0%, -3%, 0%, -2%, -6%, -1%
COc1ccc(CNC(=O)c2ccc(NC(=O)N3CCSc4ncccc43)cc2)cc1OC
    2%, -5%, -3%, -1%, -1%, -1%, -4%
CCCOc1ccc(NC(=O)CC2C(=O)N(c3cccc(C)c3)C(=O)N2CCc2ccncc2)cc1 (stereo not drawn)
    ., -3%, 3%, 0%, 1%, ., -2%
COc1ccc(NC(=O)c2oc3ccccc3c2NC(=O)C23CC4CC(CC(C4)C2)C3)cc1
    ?, -2%, 11%, 0%, -3%, 10%, -7%
COc1ccc(C(=O)Nc2nc3n(n2)C(c2ccccc2)C=C(c2ccccc2)N3)cc1 (stereo not drawn)
    8%, -4%, 6%, 5%, -11%, 29%, 13%
COc1ccc(-c2nc(Cn3c(=O)cc(-c4ccccc4)c4c(C)nn(C)c43)c(C)o2)cc1OC
    -12%, 4%, -13%, 2%, 1%, 5%, 1%
CN(C)S(=O)(=O)c1ccc2c(c1)N(CC(=O)N1CCN(c3ccc(F)cc3)CC1)CCS2
    -26%, 4%, -10%, 0%, -4%, -3%, -8%
O=C(CC1C(=O)OCCN1Cc1ccccc1)Nc1ccc(F)cc1 (stereo not drawn)
    1%, 8%, ., 1%, 0%, -1%, .
Cc1ccc(C)c(-n2nnc(C(=O)Nc3ccc(Br)cc3)c2C)c1
    -15%, 4%, 0%, -3%, -7%, -10%, 5%
Cc1ccc(NC(=O)C2CCN(c3nc4ccccc4[nH]3)CC2)c(C)c1
    1%, 2%, -29%, 1%, 0%, -1%, -2%
CCc1ccc(CNC(=O)c2cccc(-n3cnc4cccnc43)c2C)cc1
    0%, 3%, 1%, -1%, 1%, 0%, -8%
CCOc1ccc(S(=O)(=O)NCCc2csc3nc(-c4ccc(OC)c(OC)c4)nn23)cc1
    -11%, -5%, 4%, -4%, -2%, -4%, 0%
Cc1cc(NC(=O)COc2ccccc2)cc(-c2nc3ccccc3o2)c1O
    0%, -1%, -7%, 1%, -8%, 14%, -18%
CCOC(=O)c1ccc(CSc2nnc3cc(C)c4ccccc4n23)cc1
    ?, ?, 1%, 1%, -7%, 16%, 11%
CCOC(=O)c1c(S(=O)(=O)N2CCCC(C(=O)NCc3ccc(F)cc3)C2)c(C)n(CC)c1C (stereo not drawn)
    -28%, -1%, 6%, -1%, 3%, 7%, 2%
CCC(=O)N1CCc2cc(Br)cc(S(=O)(=O)N3CCN(c4cccc(Cl)c4)CC3)c21
    -8%, -3%, -10%, -2%, 1%, 11%, 10%
COc1ccc(NC(=O)CSc2nc3ccccc3n2Cc2cccc(OC)c2)cc1
    -9%, 2%, ?, 1%, 0%, -19%, 2%
CC(C)CCNC(=O)c1ccc2c(c1)N(C)C(=O)c1ccccc1S2
    -4%, 2%, 13%, 2%, -6%, -6%, -3%
CSc1cccc(NC(=O)c2cc3c(COC(C)=O)cnc(C)c3oc2=O)c1
    0%, -1%, -13%, -1%, -1%, 14%, -7%
CCc1ccc(NC(=O)c2ccc(-c3ccccc3)s2)cc1
    -5%, 4%, -18%, -4%, 3%, 17%, -13%
Cc1ccc(CSc2cn(CCNC(=O)c3cccs3)c3ccccc23)cc1
    -21%, 0%, ., -2%, -1%, 0%, .
COc1ccc(-n2ccn(Cc3ccccc3C)c(=O)c2=O)cc1
    -12%, 3%, -14%, -1%, -1%, 5%, -3%
CCOC(=O)c1cnc2c(Cl)cc(Cl)cc2c1Nc1ccccc1OC
    1%, 2%, -9%, 1%, -3%, 5%, -3%
Cc1cccc(NC(=O)C(=O)NCC(c2ccc3c(c2)OCO3)N2CCOCC2)c1C (stereo not drawn)
    -1%, 2%, -4%, 0%, -3%, -14%, -4%
COc1cccc(Cn2c(CNS(=O)(=O)c3ccc(Cl)s3)nc3cccnc32)c1
    5%, 1%, -1%, 0%, -7%, 15%, ?
CC(=O)c1c(C)oc2ccc(NS(=O)(=O)c3ccc(C(C)C)cc3)cc12
    ., 2%, 13%, 0%, 1%, ., 10%

Results in p53null 39C kill and p53null 32C kill, for some of the entries so far:
Compound	p53null 39C kill	p53null 32C kill
CC(C)CCNC(=O)c1ccc2c(c1)N(C)C(=O)c1ccccc1S2	13%	-3%
CC(=O)c1c(C)oc2ccc(NS(=O)(=O)c3ccc(C(C)C)cc3)cc12	13%	10%
COc1ccc(NC(=O)CSc2nc3ccccc3n2Cc2cccc(OC)c2)cc1	?	2%

Next records
Value order – FH mod, GALK inh, p53null 39C kill, B2AR arrestin ag, PTAP-TSG101 blk, NTMT1 inh, p53null 32C kill
Cc1ccc(-n2c(SCC(=O)Nc3cccc(F)c3)nc3c(oc4ccccc43)c2=O)cc1C
    -2%, 0%, 19%, 10%, -1%, 8%, 19%
COC(=O)c1ccccc1NC(=O)Cn1c(=O)n(CCCC(=O)NCc2ccccc2Cl)c(=O)c2ccccc21
    -18%, 3%, ?, 0%, 2%, -4%, -14%
Clc1ccc(-c2nnn3c2nc(NC2CCCCC2)c2ccccc23)cc1
    -6%, 9%, 3%, 0%, 0%, -6%, -4%
Cn1c(=O)c(=O)n(C)c2cc(C(=O)NCc3ccccc3Cl)ccc21
    3%, -7%, -9%, 1%, 0%, -5%, -4%
COc1ccc(OC)c(NC(=O)Cn2cc(C(=O)c3cccs3)c3ccccc32)c1
    -13%, 4%, -26%, -1%, -6%, 13%, 2%
COCCCNC(=O)C1CCCN(c2nn3cc(-c4ccc(C)cc4)nc3s2)C1 (stereo not drawn)
    -15%, -1%, ?, 1%, 3%, -23%, -14%
N#Cc1ccccc1S(=O)(=O)N1CCCC(c2nc3c(nnn3Cc3cccc(Cl)c3)c(=O)[nH]2)C1 (stereo not drawn)
    -4%, -14%, -8%, 0%, 4%, 32%[activator], 5%
CCCS(=O)(=O)c1ncc(Cl)c(C(=O)Nc2c(C(=O)c3ccccc3)oc3ccccc23)n1
    -18%, 5%, 6%, -1%, 5%, -3%, -3%
Cn1c(=O)c2c(nc(CN3CCN(c4ccccc4F)CC3)n2Cc2ccccc2F)n(C)c1=O
    5%, -2%, 14%, 1%, -5%, 8%, 0%
Cc1cccc(N2CCN(c3c(CN4CCCC4)c(=O)oc4ccccc34)CC2)c1C
    -3%, 2%, 14%, -2%, 3%, -24%, -3%
Cc1ccc(C(=O)Nc2ccc(S(=O)(=O)N3CCC(c4nc5ccccc5s4)CC3)cc2)cc1
    2%, -1%, -9%, -1%, 1%, 1%, -6%
Cc1ccc(C)c(N2CCN(C(=O)Cn3nc(C)c4sc5ccccc5c4c3=O)CC2)c1
    -14%, 4%, 20%, -3%, -4%, -3%, 6%
